GAA850 FXN act: frataxin GAA850 promoter activation; HEK293 lucGAA850 FXN promoter luciferase reporter, 24 h; percent of 10 µM SAHA response; activation, % at 6 µM; actives 0.56% (n = 360,000); AID 540364;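 active means activation above the average of all compounds screened plus 3 SD, cutoff fixed separately per campaign, cut at about 7.5% in these data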;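 further: 0% = DMSO wells and 100% = 10 µM SAHA wells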
SMARCA2 activ: SMARCA2 function activation, primary screen; MG213 cells, MMTV-luciferase reporter, dexamethasone, overnight; activation, % at 9.1 µM; actives 1% (n = 370,000); AID 652017; in the data active means activation above about 7.8%;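 further: 0% = vehicle wells and 100% = reference activator wells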
DAX1 inh-1: blocks DAX1 repression of SF-1 activated StAR promoter; HEK293T StAR-luciferase reporter, SF-1/DAX-1 repression relief; inhibition, % at 6.8 µM; actives 1.1% (n = 370,000); AID 652010;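 active means inhibition above the mean over all tested compounds plus 3 SD, cut at about 3.6% in these data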;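 further: 0% = DAX-1 cells with DMSO and 100% = cells lacking DAX-1 with DMSO; higher inhibition means more luminescence from relief of DAX-1 repression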
DAX1 inh-2: inhibits human nuclear receptor DAX1; P51843; HEK293 Gal4-DAX1 luciferase reporter, luminescence; inhibition, % at 6.75 µM; actives 0.99% (n = 340,000); AID 504766;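 active means inhibition above the mean over all tested compounds plus 3 SD, cut at about 4.2% in these data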;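 further: 0% = DAX1-transfected cells with DMSO and 100% = empty-vector control cells with DMSO; inhibition shows as a rise in luminescence from relieved DAX1 repression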
Target sequence (P51843 207-470 limits assumed): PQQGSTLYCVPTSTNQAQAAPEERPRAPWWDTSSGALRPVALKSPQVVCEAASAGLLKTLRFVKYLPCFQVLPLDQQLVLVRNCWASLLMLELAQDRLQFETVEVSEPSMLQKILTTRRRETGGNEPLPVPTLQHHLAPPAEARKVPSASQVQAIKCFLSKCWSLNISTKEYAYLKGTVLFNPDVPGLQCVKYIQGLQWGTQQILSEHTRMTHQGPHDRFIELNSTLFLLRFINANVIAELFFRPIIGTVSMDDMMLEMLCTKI
sPLA2-III inh: Blocks human group III sPLA2 activity; Q9NZ20; QFRET BODIPY PC-A2 liposome hydrolysis, fluorescence; inhibition, % at 12.2 µM; actives 0.56% (n = 370,000); AID 743126;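 active means inhibition above mean plus 3 SD of compounds lying within the high and low control bounds, cut at about 19% in these data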;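 further: 0% = median of test compound wells and 100% = no enzyme DMSO wells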
NR1D1 modulator: Rev-erb alpha (human) modulation. Rev-erbα–FITC-DNA binding, fluorescence polarization, 90 min. activity, % at 10 µM. actives 0.79% (n = 370,000). AID 1259318;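 active means activity above about 14%, limit read from the data; passing the limit was not always enough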;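 further: 0% = DMSO wells with 35 nM protein and 100% = DMSO wells with 750 nM protein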
Target sequence (P20393 whole entry, looked up): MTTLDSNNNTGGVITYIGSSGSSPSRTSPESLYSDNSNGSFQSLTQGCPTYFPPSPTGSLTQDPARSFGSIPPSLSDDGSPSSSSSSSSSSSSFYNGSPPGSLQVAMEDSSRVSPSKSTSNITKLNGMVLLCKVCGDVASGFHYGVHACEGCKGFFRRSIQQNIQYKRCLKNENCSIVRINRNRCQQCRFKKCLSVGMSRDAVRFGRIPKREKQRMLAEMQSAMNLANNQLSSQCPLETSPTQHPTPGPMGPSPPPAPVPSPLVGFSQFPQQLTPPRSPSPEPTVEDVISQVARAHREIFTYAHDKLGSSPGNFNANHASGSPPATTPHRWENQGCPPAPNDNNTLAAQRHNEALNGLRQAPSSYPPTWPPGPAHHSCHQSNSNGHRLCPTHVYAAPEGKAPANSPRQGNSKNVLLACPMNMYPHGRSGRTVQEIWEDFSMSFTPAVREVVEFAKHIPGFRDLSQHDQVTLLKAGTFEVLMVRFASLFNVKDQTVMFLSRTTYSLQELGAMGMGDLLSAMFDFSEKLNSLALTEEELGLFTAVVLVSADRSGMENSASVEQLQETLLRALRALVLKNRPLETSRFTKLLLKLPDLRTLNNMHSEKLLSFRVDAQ
PLCb3 inh: inhibitors of human phospholipase C beta3; Q01970; inhibition, % at 12.2 µM; AID 720704; actives 0.18% (n = 370,000); Purified PLC-beta3, fluorogenic substrate, fluorescence; in the data active means inhibition above about 11%;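 further: 0% = median of compound wells on plate and 100% = full blocker control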
PG9 binder: small molecules binding HIV-1 gp120 antibody PG9; TR-FRET gp120-PG9 antibody binding; AID 624416; actives 0.43% (n = 360,000); inhibition, % at 6.7 µM; in the data active means inhibition above about 8.5%
ssDAF-12 act: activates DAF-12 receptor from parasite S. stercoralis; actives 1% (n = 370,000); HEK293 ssDAF-12/GRIP1 lit1-tk-luc reporter, luminescence; % of 3 µM dafachronic acid response; activation, % at 6.8 µM; AID 652126;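 active means activation above the mean over all tested compounds plus 3 SD, cut at about 0.9% in these data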;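 further: 0% = DMSO-only wells and 100% = 3 µM delta7-dafachronic acid wells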
hcDAF12 agonist: H. contortus DAF-12 activation, primary screen | HEK293 hcDAF-12 lit1-tk-luc reporter, luminescence; 0% DMSO, 100% Δ7-dafachronic acid | activation, % at 6.8 µM | actives 1.4% (n = 370,000) | AID 652067;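 active means activation above the mean of all tested compounds plus 3 SD, cut at about 5.5% in these data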;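 further: 100% = response to 3 µM Δ7-dafachronic acid high control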
hgDAF-12 ag: agonists of H. glycines DAF-12 nuclear receptor | AID 687014 | activation, % at 6.8 µM | HEK293 GAL4-hgDAF12 UAS-luciferase reporter, agonist luminescence; normalized to butyrate control | actives 1.8% (n = 370,000);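 active means activation above a cutoff set at the mean of all screened compounds plus 3 SD, cut at about 10% in these data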;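 further: 0% = DMSO wells and 100% = sodium butyrate wells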
Active calls of the source: *; nt = no result given.

SMILES	GAA850 FXN act	SMARCA2 activ	DAX1 inh-1	DAX1 inh-2	sPLA2-III inh	NR1D1 modulator	PLCb3 inh	PG9 binder	ssDAF-12 act	hcDAF12 agonist	hgDAF-12 ag
COC(=O)CCc1n[nH]c(=O)[nH]c1=O	-0.3	-2	0.5	-0.1	10	6	5	2.5	-1.2	-0.7	-1.2
Cc1ccc(C(=O)N2CCC(N3CCC(C(=O)N4CCOCC4)CC3)CC2)cc1	2.0	0	0.5	2.2	15	-4	2	0.0	-0.9	-1.7	0.3
CC1=C(C)CC(C(=O)NCCc2ccc(F)cc2)C(C(=O)O)C1 (stereo unspecified)	1.0	1	0.0	1.6	-3	6	-3	-0.8	-1.6	-1.9	0.8
O=C1NC[C@H](Cc2ccccc2)N(CC2CCN(CC3CCCC3)CC2)C1=O	-0.8	-2	-0.5	-0.5	6	-5	3	-1.6	-1.2	-2.4	-0.4
Cc1cccc[n+]1CC(=O)c1ccc(NC(=O)c2ccccc2)cc1	1.7	0	0.5	3.3	-4	-5	-10	-3.4	-1.2	-1.9	1.9
Cc1csc(SC(C)C(=O)NCc2ccc3c(c2)OCO3)n1 (stereo unspecified)	-0.4	3	0.1	0.6	2	2	-4	-2.1	-1.8	-1.6	-2.9
O=C(CCl)Nc1cccc(S(=O)(=O)N2CCCCCC2)c1	-5.6	-5	-2.9	-0.4	4	1	5	-1.6	-0.7	-1.4	-3.3
CCOc1ccc(/C=N/n2c(SC)nnc2-c2ccccc2)cc1OCC	4.6	8	0.3	1.6	-2	3	5	-0.7	-0.7	-2.5	-3.0
CCOc1ccc(CN2CCCN(C)CC2)cc1	0.9	-3	-0.3	0.1	-7	-5	7	-3.4	-1.1	-2.4	1.8
CCOC(=O)NN1C(=O)c2ccccc2NC1c1cccs1 (stereo unspecified)	2.5	3	0.3	-1.8	4	-2	-380	-0.6	-1.1	0.9	2.6
COCCNC(=O)/C(C#N)=C1\N=C(NC(=O)c2cccs2)c2ccccc21	2.2	-1	0.7	0.6	5	-4	-3	-0.8	-0.5	-0.2	2.4
O=C(CSc1nnc(-c2ccccn2)n1Cc1ccco1)Nc1ccc(Oc2ccccc2)cc1	nt	-6	-0.4	nt	-14	3	3	nt	-1.8	-1.4	-0.4
COc1cccc(CNC(=O)C(C)n2ccc3cc(S(=O)(=O)N4CCCCCC4)ccc32)c1 (stereo unspecified)	-2.1	-4	-1.2	0.0	-25	-3	-5	-0.3	-1.5	0.4	-2.8
Cc1csc(NC(=O)CSc2nc(=O)n(CCN(C)C)c3c2CCCC3)n1	1.3	5	-0.3	1.6	-7	3	2	-0.5	-0.5	0.2	1.5
Cc1ccc(N2C(=O)N(CC(=O)N(C)Cc3ccccc3)C(=O)C2C)cc1 (stereo unspecified)	1.2	-2	0.2	-1.1	-4	1	-5	-1.2	-1.4	-1.5	0.3
CC(C(=O)Nc1ccccc1C(=O)N1CCCC1)n1nnc2ccccc21 (stereo unspecified)	3.0	2	0.7	-0.1	5	10	-2	-1.5	0.1	3.0	2.1
CSc1ccc(C(=O)C2CCCN(C(=O)c3nn(C)c(=O)c4ccccc34)C2)cc1 (stereo unspecified)	3.0	-7	-0.8	-0.8	-1	1	-4	-3.7	-1.8	-3.2	-4.4
COc1ccc(NC(=O)Nc2cccc3[nH]c([C@@H]4O[C@H](CO)[C@@H](O)[C@H](O)[C@H]4O)nc23)cc1OC1CCCC1	-0.7	2	-0.5	nt	-2	-1	2	0.7	-1.3	-1.5	2.5
c1cc(CNCCN2CCNCC2)ccn1	-0.7	2	-0.8	-0.1	-1	-2	1	-0.9	-0.7	0.9	-1.2
CCc1ccc(NC(=O)C(=O)NCCN2CCN(C(=O)c3ccc(OC)cc3)CC2)cc1	-1.4	-3	-2.2	-2.2	-6	1	-1	-0.7	-1.4	-2.2	-1.8
Cc1cccc(NC(=O)CSc2nc(=O)n(CCCN3CCOCC3)c3c2CCCC3)c1C	0.2	-4	1.0	0.0	13	4	-2	0.5	-0.1	0.0	0.4
COc1cccc(Cn2c(Oc3ccccc3)nc3c2c(=O)n(C)c(=O)n3C)c1	0.4	-3	-0.9	2.3	-2	6	1	1.6	-1.4	-2.0	-1.8
C=CCn1c(SCC(=O)CC(=O)OCC)nc2cc(C(=O)N3CCC(C(N)=O)CC3)ccc2c1=O	-1.2	-2	0.8	0.8	-14	-1	-19	0.1	-1.5	-0.7	0.9
O=C(O)c1ccc(OCCN2CCCC2=O)cc1	-0.2	-1	0.1	0.9	14	-3	-8	1.3	-1.6	-2.7	-1.5
CCCOc1ccc(N2C(=O)CC(N(O)c3ccccc3)C2=O)cc1 (stereo unspecified)	3.4	-2	-0.7	-0.1	-3	-4	0	-1.3	-1.0	-1.1	-0.6
SMILES	GAA850 FXN act	SMARCA2 activ	DAX1 inh-1	DAX1 inh-2	sPLA2-III inh	NR1D1 modulator	PLCb3 inh	PG9 binder	ssDAF-12 act	hcDAF12 agonist	hgDAF-12 ag
CC1CCCCN1C(=O)CSc1nnc2ccccn12 (stereo unspecified)	0.8	4	-0.9	-0.2	-3	5	-7	-0.8	-1.8	1.0	0.5
O=C(NNC(=O)c1ccc2ccccc2c1)c1ccc(Cl)cc1	-0.4	-1	-0.1	-1.3	-10	5	-3	2.0	-1.5	-1.4	-4.5
CN(c1ccccc1)S(=O)(=O)c1cccc(NC(=O)CSc2nccc(=O)[nH]2)c1	-2.2	-2	0.1	0.5	-12	-1	1	0.8	-1.0	1.5	0.0
Cn1c(SCc2nc3ccccc3c(=O)[nH]2)nnc1-c1ccco1	0.0	1	0.4	-0.8	-1	1	1	-0.4	-0.8	-0.1	1.3
CN(CCc1ccccc1)C(=O)c1cccc(NC(=O)Cc2cccc(NC(=O)C3CCN(C(=O)C4CCCC4)CC3)c2)c1	-0.8	-3	-1.4	-1.6	-26	6	0	1.9	-0.5	-2.0	-1.9
CCCn1c(=O)[nH]c2ccccc21	1.0	-3	-0.1	0.6	9	-4	3	2.6	-1.2	-0.8	-1.0
COc1ccc(-n2ccnc(SCC(=O)NC3CCCC3)c2=O)cc1OC	1.3	-1	0.2	-1.4	0	-7	-16	-1.3	-1.0	-0.6	-0.4
CCOc1ccc(NC(=O)COn2nnc3ccc(S(=O)(=O)N4CCOCC4)cc32)cc1	-0.2	1	-0.5	0.4	5	6	1	-3.1	-1.4	0.8	0.1
FC(F)(F)c1cccc(Cc2noc(CN3CCCC(OCc4ccccn4)C3)n2)c1 (stereo unspecified)	-0.2	-3	-0.8	-1.7	2	1	-8	-1.1	-2.4	-1.6	-4.4
CCCn1c(SCC(=O)NCc2ccc(C)cc2)n[nH]c1=O	1.0	-6	-0.4	0.3	8	3	-3	-1.1	-1.1	-1.5	0.9
CCc1nc2c(OCCOc3ccccc3)cccn2c1N(C)C(=O)c1ccccc1F	-1.3	-2	0.6	nt	-6	-6	-2	0.5	-0.8	-1.7	-2.8
CC(C)(C)OC(=O)CC[C@@H](C(=O)N1CCN(C(=O)OC(C)(C)C)CC1)n1cc(C(Cc2ccc(O)cc2)NC(=O)OC(C)(C)C)nn1 (stereo partly specified)	-0.5	1	-0.3	-1.9	-20	-5	4	-0.5	-1.1	-1.0	-3.7
COc1cc(-c2cc(C(=O)Nc3ccc(S(N)(=O)=O)cc3)c3ccccc3n2)cc(OC)c1OC	-1.5	-2	-1.1	-1.3	-35	7	-199	3.5	-0.8	-2.1	-1.8
CCCCNS(=O)(=O)/C=C/c1ccc(OC)cc1CNC(=O)OC(C)(C)C	nt	-5	-0.6	nt	-3	8	-6	nt	0.2	-2.1	-0.8
c1ccc(Nc2ccc(NCCc3c[nH]c4ccccc34)cc2)cc1	nt	-2	-0.7	nt	17	-3	-79	0.7	0.7	1.7	-0.2
C=CCNC(=S)N1CCN(c2ncc3c(=O)c(C(=O)O)cn(CC)c3n2)CC1	0.8	0	-0.8	-0.9	3	-1	-16	-0.6	-1.1	-1.1	4.3
COc1ccc(CN2CCNC(=O)C2CC(=O)NCC2CCOCC2)c(F)c1 (stereo unspecified)	0.5	-2	0.5	0.1	5	-1	-26	0.8	-1.3	2.0	1.7
CC1(C(=O)Nc2nc3ccccc3s2)CC1(Br)Br (stereo unspecified)	11*	9.0*	0.6	1.0	-8	-2	-3	0.4	-0.2	1.9	4.3
Cc1cc2c(=O)oc(-c3ccc(Br)cc3)nc2s1	1.8	-4	0.5	-0.8	19	31*	-18	0.3	-0.8	0.6	0.6
Cc1c(O)cc2c(c1O)C(=O)CC(c1ccc(O)cc1)O2 (stereo unspecified)	0.0	-1	-0.4	-2.0	-6	-7	1	-0.7	-1.1	3.5	-0.6
COCC(C)n1c(C)cc(C(=O)COc2ccc(S(=O)(=O)N3CCOCC3)cc2Cl)c1C (stereo unspecified)	2.3	-4	0.3	0.1	-1	6	5	1.1	-1.6	-2.7	-2.3
Cc1ccccc1NC(=O)Cn1nc(C(F)(F)F)cc1C1CC1	-0.2	-3	-0.3	1.0	-4	1	0	-1.6	-1.7	-0.4	0.4
CSCCC(C(=O)NC1CCCC1)n1c(-c2ccccn2)nc2ccccc21 (stereo unspecified)	nt	-2	0.6	nt	6	-3	-2	-1.5	-1.4	-2.6	0.7
Cc1nn(Cc2ccccc2Cl)c(C)c1NC(=O)CCCn1nc(C)c([N+](=O)[O-])c1C	-0.1	-4	0.9	1.8	4	-1	1	0.2	-1.3	-1.7	-1.9
O=C(COC(=O)c1ccc(Cl)nc1)Nc1nnc(-c2ccccc2)o1	-0.4	-1	0.9	1.4	-4	-7	-10	-0.3	-0.6	0.9	2.1
SMILES	GAA850 FXN act	SMARCA2 activ	DAX1 inh-1	DAX1 inh-2	sPLA2-III inh	NR1D1 modulator	PLCb3 inh	PG9 binder	ssDAF-12 act	hcDAF12 agonist	hgDAF-12 ag
COc1cccc(-n2nnc3c(=O)n(Cc4ccc(F)cc4)cnc32)c1	-0.5	-1	0.2	0.6	0	-8	-5	2.9	-1.2	-0.6	-2.5
O=C(O)C(c1ccccc1)C1CCCCC1O (stereo unspecified)	-0.3	-2	-1.1	-0.4	5	0	-1	0.7	-0.7	-1.0	-0.9
CCc1cc2c(SC(C)C(=O)NC3CCCC3)ncnc2s1 (stereo unspecified)	1.4	3	-1.0	0.3	5	-1	-5	-0.8	-1.5	-1.7	-1.1
CCCn1cnc2cc(NCc3cccc(OC)c3)ccc21	4.7	6	1.6	0.3	3	1	-63	-3.4	-0.3	-0.2	5.2
O=C(CN(C(=O)c1csnn1)c1ccc(F)c(Cl)c1)NCc1ccc2c(c1)OCO2	-1.3	-2	-0.3	-2.3	2	-2	-5	-1.1	-0.6	-2.4	-0.7
Cc1cc(N2CCCC2)ccc1NC(=O)COc1ccccc1	0.4	0	1.7	0.4	-1	1	-90	-2.6	-1.5	-1.9	-0.7

NR1D1 modulator, what is marked active above
SMILES,SMARCA2 activ,DAX1 inh-1,DAX1 inh-2,sPLA2-III inh,NR1D1 modulator,PLCb3 inh,PG9 binder,ssDAF-12 act,hcDAF12 agonist
Cc1cc2c(=O)oc(-c3ccc(Br)cc3)nc2s1,-4,0.5,-0.8,19,31*,-18,0.3,-0.8,0.6
